PglD DTNB: PglD (C. jejuni) enzyme inhibition; purified PglD enzyme, DTNB colorimetric CoA detection; inhibition, % at 12.5 µM; hit rate 0.098% among 360,000; AID 602405; in the data active = inhibition above about 16%, passing the limit was not always enough; inconclusive = no clear call, values can overlap the other calls; note: strong numbers were not always called active
DENV2 CPE: inhibitors of DENV2 cytopathic effect; AID 651640; CPE inhibition, % at 9.99 µM; DENV2-infected cells, cytopathic effect rescue, plate reader; hit rate 1.7% among 350,000; in the data active = CPE inhibition above about 20%, passing the limit was not always enough; inconclusive = no clear call, values can overlap the other calls; tested in BHK-21 cells;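 note: 0% = median of neutral control wells and 100% = median of positive control wells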
C2C12 statin: protects C2C12 myotubes from simvastatin toxicity | hit rate 0.78% among 330,000 | rescue of ATP level, % at 7.49 µM | ATP luminescence, 48 h; scaled: DMSO 0, geranylgeraniol control 100;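 active = mean ATP rescue above about 67%, or every replicate alone reaching that limit, limit read from the data, passing the limit was not always enough; inconclusive = no clear call, values can overlap the other calls; inactive = mean under the limit and some replicate under it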;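 note: myotubes were challenged with 10 µM simvastatin during compound exposure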
S100A4 MyoIIA: inhibitors of human S100A4 binding to myosin IIA peptide; inhibition, % at 10.7 µM; hit rate 0.14% among 360,000; AID 652163; S100A4/TAMRA-MyoIIA peptide fluorescence polarization;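 active = mean inhibition of at least 70% across replicates, with every replicate also reaching that level; inconclusive = mean inhibition reaches 70% but some replicates fall short; inactive = mean inhibition below 70%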
Target sequence (P26447 whole entry, looked up): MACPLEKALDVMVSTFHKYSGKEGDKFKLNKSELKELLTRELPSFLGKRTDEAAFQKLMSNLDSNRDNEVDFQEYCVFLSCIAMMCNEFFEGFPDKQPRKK
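System – human S100A4 monomer protein, biochemical binding assay · Buffer or medium – Calcium-containing HEPES buffer, pH 7.2 · Timing – 5 min between mix addition and reading · Also added – TAMRA-labelled myosin IIA heavy-chain peptide probe, 5 nM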
SIRT5 block: inhibitors of human sirtuin-5 desuccinylase; hit rate 1.1% among 330,000; Q9NXA8; inhibition, % at 15 µM; Purified SirT5, succinyl-peptide AMC, trypsin-coupled fluorescence; AID 652115; in the data active = inhibition above about 15%; inconclusive = no clear call, values can overlap the other calls
Target sequence (Q9NXA8 whole entry, looked up): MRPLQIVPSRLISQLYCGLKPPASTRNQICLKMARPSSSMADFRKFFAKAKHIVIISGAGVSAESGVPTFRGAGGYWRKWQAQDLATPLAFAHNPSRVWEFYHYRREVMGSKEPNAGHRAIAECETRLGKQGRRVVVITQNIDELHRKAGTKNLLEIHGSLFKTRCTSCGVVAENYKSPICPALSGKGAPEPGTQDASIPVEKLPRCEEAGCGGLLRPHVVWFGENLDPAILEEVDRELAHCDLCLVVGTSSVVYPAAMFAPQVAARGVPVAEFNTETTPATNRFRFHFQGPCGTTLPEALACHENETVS
E-selectin induc: E-selectin induction on HUVECs. P16581. HUVEC E-selectin immunofluorescence imaging; normalized: neutral wells 0, TNF-alpha wells 100. activation, % at 7.58 µM. hit rate 0.37% among 260,000;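 active = mean E-selectin-positive cell signal at least 10% of the positive control, reached in at least 60% of replicates, without over 20% cell loss; inconclusive = no rule given, readout overlaps actives, possibly toxicity-flagged; inactive = the rest, including those meeting only one limit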;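 note: in these data hits start at about 27%; measured in HUVEC primary endothelial cells; signal is the percent of cells scored E-selectin positive by PE staining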
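Assay system: HUVEC, human umbilical vein endothelial cells / Amount: 3,000 HUVEC/well / Controls: TNF-alpha positive control, DMSO neutral control / Compound dosing: single concentration / Medium: EGM-2 over gelatin coat / Evaluation: percent E-selectin-positive cells / Signal: immunofluorescence imaging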
ERp5 inh: blocks human ERp5 reductase activity on insulin; ERp5 insulin aggregation, absorbance 650 nm, 90 min; inhibition, % at 9.99 µM; AID 651711; hit rate 0.05% among 350,000; Q15084;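 active = mean replicate inhibition above about 25%, with every replicate also reaching it, limit read from the data, passing the limit was not always enough; inconclusive = only one of those two criteria met; inactive = neither criterion met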
Target sequence (Q15084 whole entry, looked up): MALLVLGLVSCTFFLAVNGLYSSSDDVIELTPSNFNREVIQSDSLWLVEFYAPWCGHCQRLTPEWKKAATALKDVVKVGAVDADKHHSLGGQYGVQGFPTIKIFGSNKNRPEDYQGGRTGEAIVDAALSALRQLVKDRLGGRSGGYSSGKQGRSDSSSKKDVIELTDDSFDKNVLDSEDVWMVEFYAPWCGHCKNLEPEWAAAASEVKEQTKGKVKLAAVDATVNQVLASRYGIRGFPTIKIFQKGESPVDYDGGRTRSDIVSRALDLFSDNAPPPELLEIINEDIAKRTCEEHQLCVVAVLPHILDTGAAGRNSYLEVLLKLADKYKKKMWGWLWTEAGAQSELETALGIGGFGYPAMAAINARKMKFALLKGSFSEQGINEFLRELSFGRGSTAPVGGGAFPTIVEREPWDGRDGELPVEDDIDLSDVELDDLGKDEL
* = called active by the depositor; ? = inconclusive; nt = not tested or not shown.

SMILES	PglD DTNB	DENV2 CPE	C2C12 statin	S100A4 MyoIIA	SIRT5 block	E-selectin induc	ERp5 inh
CO[C@@H]1CN(C)C(=O)c2cc(NC(=O)C3CCC3)ccc2OC[C@H](C)N(Cc2ccc(F)cc2)C[C@H]1C	2.8	10.5	7.2	37.8	4.8	-0.1	0.6
CCN(c1cccc(C)c1)S(=O)(=O)c1cn(CC(=O)OC)c2ccc([N+](=O)[O-])cc12	-1.5	6.6	9.4	2.4	-1.8	nt	1.7
O=C(COC(=O)c1cccc(Br)c1)Nc1ccc2[nH]c(=O)[nH]c2c1	6.5	72.7*	4.2	-4.7	-5.9	nt	17.4
CCOc1nc2cnccc2n(CC(=O)Nc2cccc(C)c2)c1=O	1.1	5.8	10.2	-1.6	3.3	nt	8.5
CC(C)[C@H](NC(=O)c1cccc(CN(Cc2ccccc2)C(=O)c2ccccc2)c1)C(=O)O	nt	4.8	1.9	-3.5	-1.3	0.6	-1.5
COc1cc2c(cc1OC)[N+]([O-])=C(c1ccccc1)C2=O	nt	5.8	nt	0.3	nt	-0.2	-1.0
COc1ccc2c3c(n(C)c2c1)[C@@H](CO)N(Cc1ccncc1)CC31CN(C(=O)C2CC2)C1	nt	-8.4	nt	10.8	3.5	-0.1	-4.6
COc1ccc2c3c(n(C)c2c1)[C@@H](CO)N(C(=O)Nc1ccc(F)cc1)CC31CCN(C)CC1	nt	-3.6	nt	82.2*	nt	0.2	4.1
COc1cccc(-c2ccc([C@@H]3[C@H]4CN(C(=O)c5cccnc5)CC(=O)N4[C@H]3CO)cc2)c1	nt	-1.1	nt	-1.6	-1.7	0.3	-3.1
C[C@@H]1CN([C@@H](C)CO)C(=O)c2cc(C#C[C@@H](C)O)cnc2O[C@H]1CN(C)CC1CCCC1	-2.6	4.5	-13.5	1.2	4.7	-0.2	-3.0
Cc1ccc(CNC(=O)CCNC(=O)c2ccc([N+](=O)[O-])cc2)cc1	5.1	-5.1	3.1	-6.2	-1.3	0.4	2.6
Nc1nc(SCC(=O)OCc2ccccc2)[nH]c(=O)c1NC(=O)c1ccco1	-0.4	18.4	-7.1	-1.1	-3.3	nt	1.2
COCCNc1nc(-c2ccc(OC)cc2C)c2sc(-c3ccccc3)cc2n1	5.1	-11.5	-20.6	-12.4	-1.0	0.2	-4.1
COc1ccc(-c2csc(NC(=O)Cc3cc(OC)c(OC)c(OC)c3)n2)cc1OC	-2.0	1.7	0.2	1.4	-0.8	1.9	-2.4
C(=Cc1nc2ccccc2o1)c1ccc2c(c1)OCO2	-2.9	5.3	-26.2	61.2	-2.4	-0.2	5.8
c1ccc(-n2c(-c3cccs3)nc3nc4ccccc4nc32)cc1	nt	0.8	nt	8.7	nt	nt	2.6
Nc1cccc2c1C(=O)N(CCOc1ccccc1F)C2=O	0.4	3.6	3.2	-1.3	0.7	nt	-4.1
Cc1ccc(S(=O)(=O)c2ncccc2N)cc1	-3.5	3.9	0.1	1.3	-0.8	nt	1.7
COc1ccc2c3c([nH]c2c1)[C@H](CO)N(C(=O)Nc1cccc(F)c1)CC31CN(CC2CCOCC2)C1	nt	19.1	nt	16.4	0.0	-0.2	0.1
CC(=O)c1cc2c(cc1NC(=O)CSc1nc3ccc(C)cc3[nH]1)OCO2	-4.3	-5.8	nt	1.9	1.4	0.1	-2.7
COCC#Cc1ccc([C@H]2[C@@H](C#N)N(C(=O)Cc3ccccc3)[C@@H]2CO)cc1	0.1	7.5	-2.1	-1.5	2.3	-0.1	2.6
CCOc1cc(/C=C/C(=O)c2ccc(O)cc2)ccc1OCC(=O)N(C)C	-2.9	nt	13.3	nt	nt	-0.4	nt
O=C(C1CCC1)N1CCCCN2[C@@H](CO)[C@@H](c3ccc(C#CC4(O)CCCC4)cc3)[C@@H]2C1	9.4	nt	-21.6	nt	nt	0.4	nt
CCOc1ccc(-c2cc(NC(=O)Cn3ncc4c3-c3ccccc3OC4)on2)cc1OCC	-4.1	4.6	27.3	-1.7	3.7	-1.0	2.9
COc1ccc(C(=O)CCC(=O)N2CCN(c3ccc([N+](=O)[O-])cc3)CC2)cc1	-0.4	14.2	-1.0	14.5	-6.7	nt	-0.2

Next section
SMILES	PglD DTNB	DENV2 CPE	C2C12 statin	S100A4 MyoIIA	SIRT5 block	E-selectin induc	ERp5 inh
C=CCn1c(CSc2ccc(C)cc2)n[nH]c1=S	-0.7	10.2	13.9	-0.5	-4.7	3.8	2.6
Cc1noc(C)c1S(=O)(=O)N(C)C[C@@H]1OCCCC[C@@H](C)Oc2ccc(NC(=O)Nc3ccc(C(F)(F)F)cc3)cc2C(=O)N([C@H](C)CO)C[C@@H]1C	2.4	8.3	nt	-2.1	7.0	0.1	3.2
CC1(C(=O)NCC2CC2)Cc2c(-c3ccccc3)ccnc2O1 (stereo not given)	2.6	-4.1	nt	-7.8	-0.5	7.8	-13.0
COc1ccc(CN(C)C[C@H]2Oc3ccc(NC(=O)CCCCCC(=O)Nc4ccccc4N)cc3CC(=O)N([C@@H](C)CO)C[C@H]2C)cc1	nt	-5.0	nt	2.3	nt	-0.8	4.9
CCc1noc(C)c1C(=O)OC(C)C(=O)Nc1ccc(Cl)cn1 (stereo not given)	-1.7	-8.0	-21.9	-2.7	13.4	nt	12.1
c1ccc2c(c1)CC(N1CCCCC1)c1ccccc1S2 (stereo not given)	nt	6.6	nt	-4.8	1.5	nt	0.8
CC1(C(=O)NCc2ccccc2Br)CCN1Cc1ccc2ccccc2c1 (stereo not given)	-4.3	0.8	1.8	3.9	nt	-0.5	-1.9
C[C@H](CO)N1C[C@H](C)[C@H](CN(C)C(=O)NC2CCCCC2)Oc2c(NS(C)(=O)=O)cccc2C1=O	-1.5	-1.0	-4.9	-5.3	-7.0	nt	-3.7
COc1cc(/C=C2/NC(=O)N(Cc3ccccc3F)C2=O)cc(OC)c1O	nt	0.1	nt	-24.6	nt	nt	-6.4
CCc1nc(N=C(N)N)nc2ccccc12	nt	nt	nt	-9.5	-6.1	nt	6.1
COCC(=O)N(C[C@H]1[C@H](c2ccccc2)[C@@H](CO)N1C(=O)NC(C)C)C(C)C	0.2	7.8	-7.2	17.3	0.2	-0.2	-2.4
COc1ccc(NC(=O)CCNC(=O)c2ccc([N+](=O)[O-])cc2)cc1S(=O)(=O)N1CCCCC1	-2.0	1.5	19.0	-5.6	-2.4	nt	-5.7
CC(C)(Oc1ccc(Cl)cc1)C(=O)Nc1ccc(S(=O)(=O)Nc2ncccn2)cc1	-5.2	-3.0	21.2	7.3	-2.7	nt	1.1
NC(=O)CC(NC(=O)c1ccccc1)c1ccc(NCc2ccc(F)c(F)c2)c([N+](=O)[O-])c1 (stereo not given)	-4.6	0.8	-4.7	-4.6	-0.4	1.6	-1.0
Cc1cc(C)n(-c2nc(NCCN(C)C)c3c4c(sc3n2)CCCC4)n1	nt	-17.3	nt	6.3	-4.5	-2.4	2.7
CC(C)NC(=O)Nc1ccc2c(c1)C(=O)N([C@@H](C)CO)C[C@@H](C)[C@@H](CN(C)Cc1ccc(Oc3ccccc3)cc1)O2	-2.4	0.4	-8.7	6.8	nt	0.0	0.8
Cc1cc(C)cc(C(=O)NCC(=O)OCC(=O)c2cc(C)n(CC(F)(F)F)c2C)c1	7.2	-2.3	-5.8	-21.4	1.9	nt	-0.4
COc1ccc2oc(C(=O)NCC3CCCO3)c(C)c2c1 (stereo not given)	0.4	6.3	13.8	-2.7	-3.5	nt	4.0
C[C@@H]1CN([C@H](C)CO)C(=O)c2cc(NC(=O)Cn3cnnn3)ccc2O[C@H]1CN(C)Cc1ccc(-c2ccccc2)cc1	-2.1	2.5	10.0	1.3	8.6	2.2	-3.7
O=C(Nc1c2c(nn1-c1ccccc1)CS(=O)(=O)C2)c1ccc(Br)o1	1.8	-5.7	6.4	2.8	nt	nt	8.8
O=C(NN=C1CCCC1)c1cc(Cl)cc(Cl)c1O	9.7	2.0	8.0	-4.3	1.3	nt	2.5
CC1CCCCC12NC(=O)N(CC(=O)Nc1ccccc1N1CCOCC1)C2=O (stereo not given)	nt	nt	nt	-5.5	-0.1	nt	4.6
NC(=O)CC[C@@H]1NC(=O)[C@H](CO)NC(=O)c2cc([N+](=O)[O-])cc(I)c2NCC[C@@H](C(N)=O)NC1=O	-3.8	?	20.8	-1.0	nt	nt	-0.4
O=C(Nc1cc([N+](=O)[O-])ccc1N1CCOCC1)c1ccco1	1.0	-1.0	1.4	-0.9	-0.8	-0.3	16.6
Cc1ccc(C(=O)c2c3ccc(C(F)(F)F)cc3[n+]([O-])n2CCC(N)=O)cc1	-8.4	-5.5	nt	-0.8	nt	0.2	1.8

The results go on.
SMILES	PglD DTNB	DENV2 CPE	C2C12 statin	S100A4 MyoIIA	SIRT5 block	E-selectin induc	ERp5 inh
Cc1oc2cc3oc(=O)c(CC(=O)NCCC(=O)O)c(C)c3cc2c1C	-7.3	-4.0	-10.3	2.6	-2.9	0.1	-6.1
CSc1ccc(OC2(C)CCN(Cc3ccc(OC(F)(F)F)cc3)C2)cc1 (stereo not given)	4.6	-14.8	6.7	2.7	-2.5	0.0	-0.8
CC(C)OC(=O)c1ccc(N2CCN(c3ccccc3F)CC2)nc1	-10.3	-4.3	-5.6	0.2	-3.7	0.3	0.3
COc1cccc(-c2ccc3n(c2=O)C[C@H]2[C@H](CO)[C@@H](C(=O)N(C)C)[C@@H]3N2C(=O)c2ccccn2)c1	-1.2	-2.0	6.3	-11.6	-4.6	-0.1	-5.9
COCCN(Cc1ccccc1)C(=O)c1cc(S(=O)(=O)N2CCCCCC2)ccc1OC	nt	1.1	-4.4	-4.2	-1.9	nt	1.6
CCCNC(=O)C(Cc1ccc(C(F)(F)P(=O)(OCC)OCC)cc1)NC(=O)c1ccc(C#N)cc1 (stereo not given)	-1.6	-4.9	0.4	6.4	nt	0.0	1.4
CC(C)c1cn(CC[C@@H]2CC[C@@H](NC(=O)Nc3cc(Cl)cc(Cl)c3)[C@@H](CO)O2)nn1	0.9	-1.1	-8.6	-0.3	-0.5	-0.3	4.3
COc1ccc(C(C(=O)NCCC(C)C)N(CCCO)C(=O)c2snc(C(N)=O)c2N)cc1OC (stereo not given)	1.9	-3.7	2.6	-1.2	-1.5	-0.2	1.5
CC(=O)N1CCN(C(=O)c2cc(-c3cccc4ccccc34)nc3ccccc23)CC1	-3.8	-1.7	-2.8	-4.6	-1.8	-0.3	6.5
N#C/C(=C(/O)COC(=O)c1ccc(O)cc1)c1nc2ccccc2[nH]1	3.3	0.8	-4.5	-4.7	-1.2	1.1	2.9
O=C(CN1C(=O)NC2(CCCCCC2)C1=O)N1CCN(c2ccccc2)CC1	1.4	5.2	-4.9	-19.7	-1.6	-2.8	-2.7
C[C@@H]1CN([C@@H](C)CO)S(=O)(=O)c2ccc(-c3cccc(C(=O)N(C)C)c3)cc2O[C@H]1CN(C)C(=O)Nc1ccc(F)cc1	3.7	-9.0	-0.8	2.4	0.7	-0.1	9.3
O=c1[nH]cnc2ccsc12	nt	3.6	nt	-2.3	5.8	nt	1.7
COC(c1ccccc1)c1nnc(CCC(=O)N2CCN(Cc3cccs3)CC2)o1 (stereo not given)	nt	6.4	nt	-1.7	-5.2	1.1	9.9
CC(CN1CCCC1)OC(=O)c1cccc(F)c1 (stereo not given)	2.9	0.3	6.1	-16.3	-17.7	nt	-1.0

From PubChem BioAssay

Only part of the results is shown; the hit share may differ from the screen's.
